High-throughput results (PubChem)
NR3A LBD binder: NR3A (human) ligand-binding domain modulation; AID 1259313; NR3A LBD differential scanning fluorimetry, Tm shift; 0% = protein alone, 100% = glycine-bound protein; Tm shift relative to glycine control, % at 25 µM; actives 2.5% (n = 340,000);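 active means melting temperature shift of at least 10% of the positive control shift, at one fixed dose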
APOBEC3A inh: inhibitors of human APOBEC3A DNA deaminase. P31941. recombinant A3A, FAM/TAMRA ssDNA deamination fluorescence. inhibition, % at 20 µM. actives 0.41% (n = 330,000). AID 493011;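 active means at least 40% inhibition at 20 µM here, with at most 30% in a related deaminase screen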;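 further: plate controls were A3A with DMSO for no effect and wells lacking A3A enzyme for full effect; some results filed as inactive read as strong as hits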
Target sequence (P31941 whole entry, looked up): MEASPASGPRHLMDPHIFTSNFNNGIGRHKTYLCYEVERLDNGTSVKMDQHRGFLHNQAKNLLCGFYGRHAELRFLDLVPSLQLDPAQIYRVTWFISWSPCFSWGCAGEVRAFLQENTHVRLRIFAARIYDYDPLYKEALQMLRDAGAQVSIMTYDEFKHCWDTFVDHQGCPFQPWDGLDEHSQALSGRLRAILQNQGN
CCR6 antagonist: blocks CCL20-driven beta-arrestin recruitment at human CCR6 | P51684 | CHO-K1 CCR6 PathHunter beta-arrestin, luminescence, CCL20-stimulated | inhibition, % at 20 µM | actives 0.49% (n = 340,000) | AID 493098;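 active means compounds whose inhibition of the agonist-driven luminescence signal at 20 µM reaches about 50%, limit read from the data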;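 further: cells stimulated with CCL20 at 14 nM final; plate controls were DMSO with CCL20 for no effect and DMSO without agonist for full effect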
CXCR6 block: inhibitors of human CXCR6 receptor. inhibition, % at 20 µM. AID 602244. CHO-K1 PathHunter CXCR6 beta-arrestin, luminescence. actives 0.36% (n = 360,000); in the data active means inhibition above about 34%, passing the limit was not always enough;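 further: antagonist mode with CXCL16 agonist at 10 nM final; 0% = 10 nM CXCL16 with DMSO and 100% = unstimulated wells without agonist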
Target sequence (O00574 whole entry, looked up): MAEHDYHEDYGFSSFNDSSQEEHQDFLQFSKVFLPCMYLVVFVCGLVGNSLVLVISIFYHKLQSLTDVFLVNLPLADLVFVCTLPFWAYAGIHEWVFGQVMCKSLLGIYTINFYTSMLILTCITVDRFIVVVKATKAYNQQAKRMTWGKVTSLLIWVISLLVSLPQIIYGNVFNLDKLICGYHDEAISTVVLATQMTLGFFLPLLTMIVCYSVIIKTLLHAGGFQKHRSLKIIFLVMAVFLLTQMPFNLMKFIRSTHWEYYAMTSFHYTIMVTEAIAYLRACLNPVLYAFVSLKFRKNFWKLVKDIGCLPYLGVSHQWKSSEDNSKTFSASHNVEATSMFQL
Gli-Sufu block: blocks Gli-Sufu signaling in a luciferase reporter | inhibition, % at 5 µM | actives 0.74% (n = 340,000) | Sufu-KO-LIGHT fibroblasts, Gli luciferase reporter luminescence | AID 588413;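 active means inhibition above about 55%, limit read from the data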;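 further: 0% = DMSO-treated cells and 100% = wells with medium but no cells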
MPTP inh: inhibitors of mitochondrial permeability transition pore; isolated mouse mitochondria, Ca2+ swelling absorbance, 30 min; inhibition, % at 10 µM; actives 1.4% (n = 360,000); AID 602449;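 active means inhibition of 50% or more, scaled per plate between neutral and stimulator controls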;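 further: 0% = DMSO wells given calcium and 100% = 1 mM EGTA wells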
APOBEC3G inh: blocks human APOBEC3G single-stranded DNA deamination | recombinant A3G, ssDNA deamination FAM/TAMRA fluorescence | AID 493012 | actives 0.28% (n = 330,000) | Q9HC16 | inhibition, % at 20 µM;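 active means inhibition of at least 40% at 20 µM, with no more than 30% in the related APOBEC3A deaminase screen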;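 further: plate controls were DMSO wells with A3G for no effect and wells lacking A3G enzyme for full effect; some compounds called inactive have numbers as strong as hits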
EBI2 block: EBI2 (human) antagonism; P32249; EBI2 beta-arrestin recruitment, luminescence, 7a,25-OHC stimulated; inhibition, % at 5 µM; actives 0.81% (n = 360,000); in the data active means inhibition above about 38%;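 further: enzyme fragment complementation signal reports receptor beta-arrestin coupling in cells; 0% = agonist plus DMSO wells and 100% = wells without agonist; some results beyond the cut were filed as inactive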
Target sequence (P32249 whole entry, looked up, the tested form may be a part): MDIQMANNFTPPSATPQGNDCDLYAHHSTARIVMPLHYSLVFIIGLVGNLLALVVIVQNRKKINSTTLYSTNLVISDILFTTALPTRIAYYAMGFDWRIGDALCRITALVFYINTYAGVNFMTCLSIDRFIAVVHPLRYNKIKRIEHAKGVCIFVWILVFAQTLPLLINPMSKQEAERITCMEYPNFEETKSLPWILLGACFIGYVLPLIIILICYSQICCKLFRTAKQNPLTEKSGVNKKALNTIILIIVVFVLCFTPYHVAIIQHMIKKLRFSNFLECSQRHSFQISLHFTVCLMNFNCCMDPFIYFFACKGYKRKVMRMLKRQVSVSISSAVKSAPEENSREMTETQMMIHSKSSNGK
Numbers without * were called inactive; nt = no result given. Rows were taken by chance; overall some 5.8% were active at least once.

smiles	NR3A LBD binder	APOBEC3A inh	CCR6 antagonist	CXCR6 block	Gli-Sufu block	MPTP inh	APOBEC3G inh	EBI2 block
O=C(Cc1ccc(NC(=O)C2CCN(C(=O)C3CCCCC3)CC2)cc1)Nc1ccc(C(=O)N2CCOCC2)cc1	5	nt	6	5	-4	-0.1	nt	-6
O=C(NCCO)Nc1ccc(Cl)cc1	-3	-2	-13	5	-6	2.7	-6	-5
CC1(C)CC(=O)C(C(C2=C(O)CC(C)(C)CC2=O)c2ccc(Br)s2)C(=O)C1 (centres undefined)	1	0	-9	-2	-2	73*	3	-2
Cc1nc(NCCCN2CCOCC2)c2cnn(-c3ccccc3)c2n1	2	nt	0	-2	-20	-0.6	nt	-3
COc1cccc(NC(=O)Cn2c(=O)n(-c3ccccc3)c(=O)c3sccc32)c1	0	4	14	-18	-7	2.7	1	-5
Cn1ccnc1SCC(=O)Nc1cccc2ccccc12	1	1	4	-2	-1	-1.0	-1	-14
COc1ccc(C2(c3ccc(OC)cc3)NC(=O)N(CC(=O)Nc3ccc(OC(F)F)cc3)C2=O)cc1	9	1	-1	12	-3	1.0	-2	18
CCOC(=O)NC(=O)CN1C(=O)NC(C)(c2ccccc2)C1=O (centres undefined)	-8	72*	3	1	0	0.4	-9	6
O=C(NN=C(c1ccccc1)c1ccccc1)C(CCl)C1CCCCC1 (centres undefined)	-3	-5	19	0	-10	-1.9	-9	-8
CCOC(=O)C1(CCOC)CCN(Cc2ccncc2)CC1	1	2	-1	-3	-3	0.5	0	-13
CCOC(=O)c1c(NC(=S)NCC2CCCO2)sc(C)c1C (centres undefined)	0	-1	10	4	-1	-0.4	12	-4
O=C(COc1ccccc1F)Nc1ccc(S(=O)(=O)NCc2ccco2)cc1	-8	-1	-5	-7	1	-0.3	-5	-3
CCCOC(=O)CCCCCCCCC(O)CN1CCCCC1 (centres undefined)	0	-5	-2	3	5	1.0	-3	-7
NC(=O)c1ccccc1NC(=O)/C=C/C(=O)O	6	-6	4	-5	1	-0.8	-7	1
C/C(CC(=O)NC12CC3CC(CC(C3)C1)C2)=N\NC(=O)c1ccc(F)cc1	1	0	8	3	8	0.2	-4	0
OCCC1CN(Cc2cc(F)ccc2-n2cccn2)CCN1C1CCCC1 (centres undefined)	-1	-1	9	-6	7	1.6	-8	-2
COc1cc(/C=N/NS(=O)(=O)c2ccc(C(C)(C)C)cc2)cc([N+](=O)[O-])c1O	-15	-1	17	23	2	1.5	-5	-6
O=C1C=C(Nc2cccnc2)c2ccccc2C1=O	0	nt	23	4	-8	3.4	nt	-19
CCOC(=O)N1CCN(c2c(NCCc3ccccc3)c(=O)c2=O)CC1	0	-2	4	5	1	0.0	-6	-11
Cc1cccc(NC(=S)NNC(=O)c2ccc(O)cc2O)c1C	-14	-4	9	14	-14	0.6	-5	-8
Cc1c(C(=O)Nc2cccnc2)oc2ccc(Br)cc12	3	-5	14	-11	-46	1.0	-2	9
COc1ccc(CN2C(=O)C(O)(CC(=O)c3c(C)n[nH]c3C)c3ccccc32)cc1OC (centres undefined)	3	-1	7	-6	14	-2.3	-2	11
CCOc1ccc(/C=C(\C#N)C(=O)Nc2cccnc2)cc1	-4	-3	-1	-4	-9	0.2	-9	-4
COc1cc(CCC(=O)OCC(=O)Nc2ncc(Cl)cc2Cl)cc(OC)c1OC	-2	2	20	-12	-3	7.0	-3	-6
COC(=O)c1ccc(C23CC4(C2)[C@H](CN(CC2CCCCC2)[C@@H]4c2ccccc2)C3c2ccc(C(F)(F)F)cc2)cc1 (some centres undefined)	-2	4	11	nt	20	nt	5	nt
O=[N+]([O-])c1ccc(N/N=C/c2ccccc2O)cc1	38*	-3	30	8	22	9.8	-7	21
COc1nc(C)ccc1-c1noc(-c2cccnc2)n1	-1	-5	-14	-7	25	-2.5	-4	-1
O=C(NC1CCN(S(=O)(=O)c2ccccc2F)CC1)c1cccnc1	0	0	8	1	-13	0.1	-7	7
CC1(C)C(=O)Nc2ccccc2N1C(=O)c1ccc([N+](=O)[O-])cc1	-2	-4	5	-7	-2	1.3	-1	-11
Cc1ccc(C)c(/C=N/NC(=S)NC(C)C)c1	2	-4	7	5	-4	-0.8	-7	3
O=c1[nH]c2ccccc2cc1-c1noc(-c2cccnc2)n1	-2	2	9	2	-12	0.5	1	-2
CC/C(=N/NC(=O)c1ccc(Br)cc1)c1ccc(OCCN2CCOCC2)cc1	-1	2	-5	-5	-4	16	3	-4
COc1ccccc1N(CC(=O)NC1CCCCC1C)S(=O)(=O)c1cccs1 (centres undefined)	2	-3	24	10	7	-0.6	13	2
O=C(NCCOc1ccccc1F)C1CCC(=O)N(CCc2cccc(F)c2)C1 (centres undefined)	-3	-5	2	2	nt	-0.9	3	-5
Cc1cc(C)c2c(-n3cccc3)n[nH]c2n1	1	-6	21	-7	-16	1.5	-9	2
Cc1nc(-c2ccccn2)sc1C(=O)O	-1	0	-2	-9	-4	0.4	-3	-25
CC1CCN(S(=O)(=O)c2ccc(C(=O)Nc3nnc(-c4ccccn4)o3)cc2)CC1	-26	-1	6	4	4	0.7	-2	2
O=C(Cn1cc(C(F)(F)F)ccc1=O)Nc1ccc(N2CCOCC2)cc1	-1	1	0	0	-8	-1.1	-3	2
Cc1ccccc1-n1nnnc1SCC(=O)Nc1ccc(S(=O)(=O)N2CCCC2)cc1	-10	-8	8	11	5	-0.4	-7	3
C=C1C(C(=O)Nc2ccc(OCC)cc2)C1C(=O)Nc1ccc(OCC)cc1 (centres undefined)	-1	-2	2	3	1	0.8	-7	-1
CC(NC(=O)COC(=O)/C=C/c1ccc(Cl)cc1)c1ccccc1 (centres undefined)	-1	-2	15	3	2	0.0	-5	48*
NC(=O)c1nn(-c2ccc(Cl)cc2Cl)c(=O)cc1O	1	5	-1	2	-3	-1.2	1	-5
N#C/C(=C\c1ccc(F)cc1)C(=O)Nc1ccccn1	-3	-3	1	7	-9	-0.7	-7	-18
COc1cc([C@@H]2CC=C(C(=O)O)[C@H](c3ccc(F)cc3)N2S(=O)(=O)c2ccc(C)cc2)cc(OC)c1OC	1	-3	13	3	-10	-3.9	-9	-7
NC(=O)CC(NC(=O)Cc1ccc(Cl)cc1)c1ccc(NC2CC3CCC2C3)c([N+](=O)[O-])c1 (centres undefined)	-8	-2	15	-2	6	0.1	-7	-9
Cc1ccc(NS(=O)(=O)c2c(C)noc2C)cc1	1	-2	1	2	1	0.5	-9	-2
Cc1ccc2[nH]c(=O)c(CN(C(=O)c3cccc([N+](=O)[O-])c3)C(C)(C)C)cc2c1	1	-5	10	-6	-1	3.9	-5	0
C=CCc1c(C)nc2ccc(C(=O)OCC)cc2c1Cl	0	-1	11	3	18	0.0	-4	-1

A draw from above in order of SMILES length, high to low.
smiles	NR3A LBD binder	APOBEC3A inh	CCR6 antagonist	CXCR6 block	Gli-Sufu block	MPTP inh	APOBEC3G inh	EBI2 block
CC(NC(=O)COC(=O)/C=C/c1ccc(Cl)cc1)c1ccccc1 (centres undefined)	-1	-2	15	3	2	0.0	-5	48*
NC(=O)c1nn(-c2ccc(Cl)cc2Cl)c(=O)cc1O	1	5	-1	2	-3	-1.2	1	-5
C=CCc1c(C)nc2ccc(C(=O)OCC)cc2c1Cl	0	-1	11	3	18	0.0	-4	-1

New compounds follow:
smiles	NR3A LBD binder	APOBEC3A inh	CCR6 antagonist	CXCR6 block	Gli-Sufu block	MPTP inh	APOBEC3G inh	EBI2 block
Cc1c(OC(C(=O)O)c2ccccc2)ccc2c1oc(=O)c1ccccc12 (centres undefined)	-1	-1	0	1	-4	-0.5	-3	3
O=C1CCC([N+](=O)[O-])C(c2cccc3ccccc23)N1 (centres undefined)	-1	5	-6	-4	-8	-0.3	-10	-7
CCOC(=O)[C@@H]1[C@H]2COc3ccc(Br)cc3[C@H]2N2C(=O)N(c3ccc(C(F)(F)F)cc3)C(=O)[C@]12C	-6	-4	1	5	13	0.8	-8	4
O=C(COc1ccc(-c2nnco2)cc1)Nc1c(F)cccc1F	14*	-2	2	-14	-16	1.0	-7	-4
COc1ccc(NC(=O)COC(=O)c2n[nH]c3ccccc23)c(OC)c1	-3	0	2	-16	-2	-0.4	-6	1
CCCNC(=O)Cn1cnc2sc(C(=O)N3CCN(c4ccc(F)cc4)CC3)c(C)c2c1=O	1	0	-5	10	2	1.5	-3	-4
CC(Sc1nnc(N)s1)C(=O)NNC(=O)c1cccc(Cl)c1 (centres undefined)	-2	-3	1	1	4	-2.0	15	-9
Cc1cc(C)c2c(=O)[nH]c(SCC(=O)N3CCCCC3)nc2n1	2	3	-5	-8	33	1.2	-2	-7
CC(=O)C1=C(C)Nc2ncnn2C1c1ccc(O)cc1 (centres undefined)	-1	-2	9	0	2	0.7	-11	3
CCOC(=O)c1c(NC(=O)CN2C(=O)NC3(CCCCC3C)C2=O)sc(C(=O)N(C)C)c1C (centres undefined)	2	-1	7	-2	2	0.2	-6	-1
CCS(=O)(=O)N1N=C(c2cccc(NS(C)(=O)=O)c2)CC1c1ccccc1 (centres undefined)	-16	-4	13	-4	14	4.2	-6	-10
O=C(COC(=O)c1ccccc1NC(=O)c1ccccc1)c1cccc([N+](=O)[O-])c1	-3	0	1	4	11	0.2	-3	-3
Cc1cccc(NC(=O)[C@@H]2CCCN2C(=O)OC(C)(C)C)c1C	1	-4	10	6	-32	0.3	-8	-4
Fc1ccc(-c2nc3ccccc3c3nc4ccccc4n23)cc1	0	-3	3	7	-4	0.9	-7	-5
O=C(O)C1CSC2c3ccccc3C(=O)N12 (centres undefined)	0	-5	5	-6	-5	0.2	-6	-4
CC(=O)c1c(C)oc2c1C(=O)c1ccccc1C2=O	7	nt	-10	-8	-7	6.4	nt	-8
Cc1ccc(C)c(NC(=S)N2C3CCCC2CC(NC(=O)C2CC2)C3)c1 (centres undefined)	-2	1	-5	10	13	-0.1	-5	-9
CCOC(=O)c1sc(=NC(=O)CCS(=O)(=O)c2ccccc2)n(C)c1C	0	1	3	-3	3	-1.1	-5	-6
CC(C)(C)SCCNS(=O)(=O)c1ccc(Cl)cc1	-2	4	4	-1	2	-1.1	9	8
CCCS(=O)(=O)NCCc1cc2c(OC)ccc(OC)c2[nH]c1=O	0	2	3	-2	-30	-1.9	0	-1
CCOC(=O)c1nn(-c2ccc(C)cc2)c(=O)cc1OCC(=O)Nc1ccc(OC)cc1	1	7	-7	-9	5	0.3	-8	-13
O=C(CSc1ccccc1)NCCc1ccc(F)cc1	-2	0	13	7	42	-0.1	-1	9
COc1cc(C)nc(Oc2ccc(OCCOc3ccc(C)cc3)nn2)n1	0	-1	10	1	-28	-9.9	-3	-2
COc1cccc(N2CCN(C(=O)c3ccc(=O)oc3)CC2C)c1 (centres undefined)	1	8	10	6	8	2.8	-5	0
N#Cc1ccc(OCC(=O)OCC(=O)NC2CC2)cc1	2	1	2	4	4	0.2	-5	-1
O=C(Nc1ccc(Br)cc1Cl)c1cnccn1	0	3	-8	13	-10	-0.6	1	-11
CCc1ccc(CNC(=O)Cc2ccc(NC(=O)C3=C(C)OCCS3)cc2)cc1	0	11	15	-18	-6	-0.1	4	-5
O=C1CC(c2ccc(F)cc2)CC2=C1C(c1ccc([N+](=O)[O-])o1)Nc1ccccc1N2 (centres undefined)	-12	-3	14	4	2	1.0	-4	7
CCCCn1c(N)c(N(CCC(C)C)C(=O)COC(=O)c2ccc3ccccc3c2)c(=O)[nH]c1=O	-6	-4	14	-5	-1	-0.6	-10	2
CCOC(=O)c1sc2nc(C)nc(SCC(=O)N(CC)C3CCS(=O)(=O)C3)c2c1C (centres undefined)	-4	-1	-7	-14	-2	7.7	11	13
